SIRT5 block: blocks human SIRT5 desuccinylation of peptide; Q9NXA8; Purified SirT5, succinyl-peptide AMC, trypsin-coupled fluorescence; inhibition, % at 15 µM; actives 1.1% (n = 330,000); in the data active means inhibition above about 15%; inconclusive means no clear call, values can overlap the other calls
Target sequence (Q9NXA8 whole entry, looked up): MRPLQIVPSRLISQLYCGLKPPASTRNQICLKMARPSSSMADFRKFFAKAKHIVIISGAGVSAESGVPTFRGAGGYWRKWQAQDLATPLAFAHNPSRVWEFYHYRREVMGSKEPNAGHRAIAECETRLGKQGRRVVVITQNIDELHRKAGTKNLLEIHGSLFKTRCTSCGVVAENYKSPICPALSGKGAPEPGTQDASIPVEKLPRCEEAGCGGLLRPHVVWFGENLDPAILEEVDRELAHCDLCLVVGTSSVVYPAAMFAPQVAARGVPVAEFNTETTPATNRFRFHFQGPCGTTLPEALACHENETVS
S100A4 inh HTS: S100A4-myosin IIA interaction inhibition. P26447. S100A4/TAMRA-MyoIIA peptide fluorescence polarization. inhibition, % at 10.7 µM. actives 0.14% (n = 360,000);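 active means mean inhibition of at least 70% across replicates, with every replicate also reaching that level; inconclusive means mean inhibition reaches 70% but some replicates fall short; inactive means mean inhibition below 70%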
Target sequence (P26447 whole entry, looked up): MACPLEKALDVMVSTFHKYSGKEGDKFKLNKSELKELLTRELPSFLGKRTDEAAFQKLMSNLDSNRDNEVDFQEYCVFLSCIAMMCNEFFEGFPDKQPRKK
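Material: human S100A4 monomer with TAMRA-labelled myosin IIA peptide; buffer or medium: HEPES pH 7.2 with CaCl2, KCl, NaCl, DTT, Triton; compound dosing: one concentration per compound; schedule: 5 min incubation before reading; benchmarks: neutral control DMSO, positive control TFP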
LGR2 inh: Drosophila LGR2 receptor signaling inhibition | HEK293 LGR2, CRE-luciferase, bursicon-stimulated, 4 h | inhibition, % at 9.99 µM | actives 0.35% (n = 380,000) | AID 720647;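 active means drop in luminescence signal, shown as inhibition above about 50% in the replicate tests, limit read from the data, passing the limit was not always enough; inconclusive means probably only some replicates passing the limit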;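 further: agonist challenge used bursicon conditioned medium at about half maximal strength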
esBAF inh: blocks esBAF chromatin remodeling in mouse ES cells. actives 2% (n = 350,000). AID 602393. reporter increase, % at 12.5 µM. Bmi1-luciferase knock-in reporter, 24 h; 100% = twice the neutral-well signal; in the data active means activation above about 40%; inconclusive means no clear call, values can overlap the other calls;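 further: 0% = median of the plate's neutral control wells and 100% = double that signal; a rise in the Bmi1 reporter signal indicates esBAF inhibition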
Casp6 inh: blocks human caspase-6 cleavage activity. P55212. purified caspase-6, Z-VEID-R110 cleavage fluorescence. inhibition, % at 12.5 µM. actives 0.53% (n = 350,000);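 active means mean inhibition across replicates at least about 35%, with every replicate also reaching that limit, limit read from the data; inconclusive means only one of the two criteria met; inactive means neither criterion met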;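 further: 0% = median of neutral control wells and 100% = no fluorescence left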
Target sequence (P55212 24-179 limits assumed): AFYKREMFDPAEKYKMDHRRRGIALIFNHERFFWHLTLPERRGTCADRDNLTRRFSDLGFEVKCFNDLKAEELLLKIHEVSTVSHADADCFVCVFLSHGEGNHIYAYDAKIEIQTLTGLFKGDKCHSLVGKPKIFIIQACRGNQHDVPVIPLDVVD
Target sequence (P55212 194-293 limits assumed): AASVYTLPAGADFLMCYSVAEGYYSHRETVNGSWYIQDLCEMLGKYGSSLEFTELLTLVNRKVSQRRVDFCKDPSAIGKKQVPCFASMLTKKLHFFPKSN
Statin myotox sup: suppressors of simvastatin-induced myotoxicity in C2C12 myotubes; rescue of ATP level, % at 7.49 µM; actives 0.78% (n = 330,000); ATP luminescence, 48 h; scaled: DMSO 0, geranylgeraniol control 100;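 active means mean ATP rescue above about 67%, or every replicate alone reaching that limit, limit read from the data, passing the limit was not always enough; inconclusive means no clear call, values can overlap the other calls; inactive means mean under the limit and some replicate under it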;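 further: myotubes were challenged with 10 µM simvastatin during compound exposure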
FN deposition inh: fibronectin deposition inhibition; AH1F fibroblasts, Alexa488-fibronectin deposition fluorescence, overnight; inhibition, % at 12.6 µM; actives 0.086% (n = 350,000); AID 743247;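 active means mean inhibition across replicates of 30% or more, regardless of how many single replicates reach that level; inconclusive means mean under 30% yet at least half of replicates reach 30%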;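 further: positive control wells lacked labelled fibronectin entirely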
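Assay system: AH1F fibroblasts / Quantity: 10000 cells per well / Medium: DMEM plus 2% serum, read in PBS / Reagent: labelled fibronectin 24 nM / Dosing: single dose, pinned / Times: 1 h cell attachment, overnight exposure to compound and label / Signal: fluorescence, ex 485 nm, em 525 nm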
* = called active by the depositor; u = inconclusive; x = not tested or not shown. Only part of the results is shown; the hit share may differ from the screen's.

Order of values – SIRT5 block	S100A4 inh HTS	LGR2 inh	esBAF inh	Casp6 inh	Statin myotox sup	FN deposition inh
1) CCN(C(=O)COC(=O)/C=C/c1ccccc1Cl)c1c(N)n(Cc2ccccc2)c(=O)[nH]c1=O
    -3	-1	22	x	0	x	7
2) COc1ccc(C(CNC(=O)Cc2c(F)cccc2Cl)N2CCCCC2)cc1 (stereo not given)
    1	-4	8	2	0	-1	-1
3) CCCC[C@@H]1CNC(=O)C(=O)N1CCCc1cc(OC)c(OC)c(OC)c1
    x	-2	-2	-2	5	-3	8
4) COc1ccccc1Cc1c(C2CCCCC2)nc2cc(C)c(Br)c(C)n12
    6	4	3	x	-3	x	5
5) O=C(C[C@@H]1C[C@H]2c3cc(NC(=O)c4ccc5c(c4)OCO5)ccc3O[C@H]2[C@H](CO)O1)NCCc1ccccc1
    4	-7	14	7	2	9	x
6) COc1ccc2c3c([nH]c2c1)[C@@H](CO)N(C(=O)c1ccccc1)CC31CCN(Cc2cccnc2)CC1
    0	7	-4	x	2	x	x
7) Cc1ccc(S(=O)(=O)Nc2cccc3c2O[C@@H](CN(C)C(=O)Nc2ccc(F)cc2)[C@@H](C)CN([C@@H](C)CO)C3=O)cc1
    1	-10	-1	3	0	-46	16
8) COc1cccc(S(=O)(=O)Nc2ccc3c(c2)[C@H]2C[C@@H](CC(=O)NCCc4ccccc4)O[C@H](CO)[C@H]2O3)c1
    -1	42	2	9	-1	10	x
9) CCOC(=O)c1ccc(CNC(=O)Cn2nnc(-c3ccccc3)n2)o1
    -1	1	2	x	-1	x	x
10) Cc1cc(Cl)ccc1OCC(=O)Nc1ccccc1N1CCOCC1
    x	x	x	-3	x	-21	-10
11) CC1(C)C(=O)OC(C(=O)c2ccccc2)C2(CCCCC2)C1=O (stereo not given)
    x	x	6	-9	x	1	-1
12) Cc1ccc(C)c(NC(=O)CN(C)S(=O)(=O)c2ccccc2)c1
    -2	6	-13	8	1	-8	x
13) O=c1cc(CSc2nnc(-c3ccco3)o2)c2ccccc2[nH]1
    x	x	x	2	x	5	-6
14) O=C(Cc1cccnc1)N1CC(=O)N2[C@@H](CO)[C@@H](c3ccc(C#CC4CC4)cc3)[C@@H]2C1
    -6	-15	1	x	2	x	-5
15) COc1cc(C)c(CN2CCSCC2)cc1C
    1	1	12	-6	0	-7	5
16) CN(C)C(CNC(=O)c1ccc(S(=O)(=O)Nc2ccccc2F)cc1)c1ccccc1 (stereo not given)
    -4	7	15	-5	-2	-5	-8
17) Cc1cc(NC(=O)c2cccnc2Cl)ccc1NC(=O)c1cc2ccccc2o1
    1	0	5	6	-2	-14	-1
18) CCCCCCCCCCCCN1C/C(=C\C(=O)OCC)c2cc(C(F)(F)F)ccc2S1(=O)=O
    x	-3	-7	-11	1	14	14
19) COc1ccccc1NS(=O)(=O)c1cc(NC(=O)c2ccc(=O)[nH]c2)ccc1N1CCOCC1
    -1	-4	12	x	2	x	1
20) CC(CC(=O)NCc1ccc(F)cc1)c1ccccc1 (stereo not given)
    -4	-2	2	-6	-34	9	1
21) CN(Cc1ccccc1Cl)C(=O)C1CCC(=O)N(CCc2cccc(F)c2)C1 (stereo not given)
    2	1	8	x	0	x	2
22) O=C(Nc1ccccc1)c1cc(C2COCCN2C(=O)CCCc2ccccc2)on1 (stereo not given)
    x	-6	16	8	-2	17	-3
23) Cc1cc(C(=O)N(NC(=O)C(C)C)c2ccccc2)cs1
    11	-1	25	-8	2	-2	5
24) CCN1CCN(c2nc(-c3ccccn3)nc3ccccc23)CC1
    x	x	x	-5	x	1	-1
25) CCc1ccccc1N=Cc1c(C)c(C#N)c2[nH]c3ccccc3n2c1=O
    -4	-1	-8	2	1	-3	6
26) Cc1ccc(C(=O)Nc2cccc(C(=O)NCc3ccccc3)c2)cc1
    2	-1	3	x	2	x	4
27) CCCC(C)c1nnc(NC(=O)CCS(=O)(=O)c2ccccc2)s1 (stereo not given)
    -1	-3	11	-10	10	2	10
28) Cc1cccc(C(O)c2ncc(-c3ccccc3)[nH]2)c1C (stereo not given)
    -2	2	-27	3	0	8	1
29) CCCSc1nc2c(c(=O)[nH]c(=O)n2C)n1CC(O)COc1ccccc1 (stereo not given)
    -1	-2	-5	x	-6	x	-6
30) COc1ccc(OC)c(C(c2nnnn2CCc2ccccc2)N2CCN(c3ccccc3)CC2)c1 (stereo not given)
    x	x	x	-11	x	-27	6

One compound at a time, from the list above:
`COc1ccc(C(CNC(=O)Cc2c(F)cccc2Cl)N2CCCCC2)cc1` (stereo not given) reads SIRT5 block = 1; S100A4 inh HTS = -4; LGR2 inh = 8; esBAF inh = 2; Casp6 inh = 0; Statin myotox sup = -1; FN deposition inh = -1
`COc1ccc(OC)c(C(c2nnnn2CCc2ccccc2)N2CCN(c3ccccc3)CC2)c1` (stereo not given) reads SIRT5 block = x; S100A4 inh HTS = x; LGR2 inh = x; esBAF inh = -11; Casp6 inh = x; Statin myotox sup = -27; FN deposition inh = 6
`COc1ccccc1NS(=O)(=O)c1cc(NC(=O)c2ccc(=O)[nH]c2)ccc1N1CCOCC1` reads SIRT5 block = -1; S100A4 inh HTS = -4; LGR2 inh = 12; esBAF inh = x; Casp6 inh = 2; Statin myotox sup = x; FN deposition inh = 1

More structures follow:
Order of values – SIRT5 block	S100A4 inh HTS	LGR2 inh	esBAF inh	Casp6 inh	Statin myotox sup	FN deposition inh
31) C[C@@H]1CN([C@H](C)CO)C(=O)c2cc(NC(=O)c3ccccc3)ccc2O[C@@H](C)CCCCO[C@H]1CN(C)S(=O)(=O)c1cn(C)cn1
    -1	3	16	2	2	x	27
32) COc1cccc2cc(-c3cc(=O)oc4cc(C)c(O)cc34)oc12
    -1	4	-1	5	-3	4	10
33) COc1cccc(CN2[C@H](CO)[C@H]3c4ccccc4N(C(=O)c4ccncc4)C[C@H]32)c1
    -3	5	-11	0	3	2	-6
34) CC(=O)C1=C(O)C(=O)N(c2ccc(O)cc2)C1c1ccccc1Cl (stereo not given)
    1	1	x	3	-2	-2	1
35) COc1cccc(C2Nc3ccccc3C(=O)N2O)c1O (stereo not given)
    x	x	-51	u	x	-8	x
36) COc1ccc(Cl)cc1NC(=S)N1CCCCCC1
    0	-2	11	-3	-7	2	0
37) CC=Cc1ccc2n(c1=O)C[C@@H]1[C@@H](CO)[C@H](C(=O)N[C@H](C)c3ccccc3)[C@H]2N1CC (mixture of isomers)
    -11	45	18	1	1	19	x
38) CC(C)C(NC(=O)c1ccc(Br)cc1)C(=O)NC1=NCCS1 (stereo not given)
    -2	-3	13	x	-1	x	x
39) CCN1[C@@H]2c3ccc(C4=CCCCC4)c(=O)n3C[C@H]1[C@H](CO)[C@H]2C(=O)NCCc1ccncc1
    -23	3	9	-5	-1	-4	x
40) CC(=O)Nc1cccc(/C(C)=N/NC(=O)c2ccc(O)cc2)c1
    3	-1	4	-16	-6	-4	7
41) CC(=O)N(C)C[C@H]1Oc2cc(C#CCN(C)C)ccc2S(=O)(=O)N([C@H](C)CO)C[C@@H]1C
    -1	6	-10	3	-1	3	-6
42) O=C(CN1C(=O)NC2(CCCC2)C1=O)N1CCc2ccccc2C1
    0	2	9	x	1	x	-1
43) CCOC(=O)C1=C(C)N(CCCCCC(=O)O)C(=O)NC1c1ccc(Br)cc1 (stereo not given)
    -1	0	x	3	2	-10	-14
44) C=CCNC(=O)c1onc(CSc2ccc(F)cc2)c1C(=O)NCCOC
    2	11	-31	-6	-1	-9	-5
45) NC(CSC(c1ccccc1)(c1ccccc1)c1ccc(-c2ccccc2)cc1)C(=O)O (stereo not given)
    -2	1	-2	3	9	3	-8
46) C[C@H](CO)N1C[C@H](C)[C@@H](CN(C)S(=O)(=O)c2ccc(F)cc2)OCCCC[C@H](C)Oc2ccc(NC(=O)Nc3cccc4ccccc34)cc2C1=O
    1	-35	5	0	-2	20	-1
47) CCOC(=O)c1ccc(S(=O)(=O)Nc2nc3cc(S(=O)(=O)NC4=NCCCCC4)ccc3s2)cc1
    6	4	10	x	5	x	-8
48) Cc1ccccc1NC(=S)N(Cc1cccnc1)Cc1ccco1
    0	-2	-5	0	-2	-2	2
49) COC(=O)N1CCN(c2ccc(OC)cc2)CC1
    2	-2	8	-2	0	4	x
50) COc1ccc(CCNc2ccc(C(=O)O)cc2[N+](=O)[O-])cc1OC
    -3	-1	-12	-6	3	2	15
51) Cc1ccccc1-c1cnc2c(c1)C(=O)N([C@@H](C)CO)C[C@H](C)[C@@H](CN(C)CC1CCCCC1)O2
    -4	11	2	0	-3	-65	x
52) CCNC(=O)C[C@@H]1CC[C@H]2[C@@H](COC[C@@H](O)CN2C(=O)C2CCOCC2)O1
    2	-34	1	-5	1	1	-18
53) C[C@H](NC(=O)C[C@H]1C[C@H]2c3cc(NS(C)(=O)=O)ccc3O[C@H]2[C@H](CO)O1)c1ccccc1
    0	1	0	-5	0	-4	x
54) CC1(Oc2cccc(F)c2)CCN(Cc2csc3ccccc23)C1 (stereo not given)
    x	1	3	-12	-2	33	-3
55) CC(=O)N1CCN(S(=O)(=O)c2cccc(C(=O)Nc3ccc4c(c3)CCC4)c2)CC1
    x	x	x	9	x	15	1
56) COc1ccc(S(=O)(=O)NC2CC2)cc1C(=O)N1CCOCC1
    -4	-3	x	x	1	x	4
57) Cc1ccc(Nc2c(-c3ccco3)nc3ccccn23)cc1
    2	-4	x	x	-3	x	-5
58) NS(=O)(=O)c1ccc(-c2ccc(/C=C3\NC(=S)NC3=O)o2)cc1
    x	-4	-10	x	18	x	1
59) CC(C)(C)OC(=O)N1CCN(C(=O)c2cccnc2Cl)CC1
    -3	-6	24	x	-2	x	3
60) CC(C)(C)c1ccc(OC(=O)c2ccc3nsnc3c2)cc1
    x	x	x	-5	x	-2	3
61) Cc1ccc(C(=O)Nc2ccc3c(c2)OCCO3)c(C)c1
    1	-1	93*	-79	0	-3	-6
62) O=C(Nc1ccccc1)C1CC2CCCC(C1)C2=O (stereo not given)
    -3	3	3	-3	2	15	x
63) O=C(CN1C(=O)CCSc2ccc(S(=O)(=O)N3CCOCC3)cc21)Nc1ccccc1Cl
    4	-5	5	-2	6	-19	-8
64) N#C[C@@H]1[C@H](c2ccccc2C2=CCCC2)[C@H](CO)N1C(=O)C1CCOCC1
    -1	-6	-14	x	0	x	-7
65) Cn1nnnc1Sc1ncnc2scc(-c3cccc(S(C)(=O)=O)c3)c12
    x	2	85*	-5	2	-5	7
66) c1ccc(-n2nnnc2-n2nnc3ccccc32)cc1
    -5	3	-8	-3	2	26	-3
67) COc1ccc(S(=O)(=O)N(C)C[C@@H]2OCCCC[C@@H](C)Oc3ccc(NS(C)(=O)=O)cc3C(=O)N([C@H](C)CO)C[C@H]2C)cc1
    -3	5	-4	5	-3	x	x
68) O=C(c1cccc(S(=O)(=O)N2CCCCCC2)c1)N1CCN(Cc2ccccc2)CC1
    -3	-2	17	1	1	19	0
69) O=S(=O)(c1ccccc1)c1cnc(-c2ccccc2)nc1N1CCCCC1
    -3	-22	28	x	0	x	-6
70) COc1ccc(C(=O)NCC(=O)OCc2ccc([N+](=O)[O-])cc2)cc1
    -2	1	8	x	0	x	-4
71) CCN1CCCc2cc(CN(CCN3CCOCC3)C(=S)Nc3ccccc3OC)ccc21
    -1	-2	-10	x	-16	x	-8
72) O=C(NNC1CC(=O)N(c2ccccc2)C1=O)c1ccc(COc2ccccc2Cl)o1 (stereo not given)
    1	-2	-1	x	-1	x	4

LGR2 inh, entries above that show a hit.
No.	SMILES	SIRT5 block	S100A4 inh HTS	LGR2 inh	esBAF inh	Casp6 inh
61	Cc1ccc(C(=O)Nc2ccc3c(c2)OCCO3)c(C)c1	1	-1	93*	-79	0
65	Cn1nnnc1Sc1ncnc2scc(-c3cccc(S(C)(=O)=O)c3)c12	x	2	85*	-5	2

High-throughput results deposited in PubChem by Broad Institute.
